# Lipid storage S3: qHTS Assay for Lipid Storage Modulators in Drosophila S3 Cells. AID 2685, 2010. Drosophila S3 cells, BODIPY lipid droplet fluorescence, 18-24 h; cells fed with added oleic acid. 320,000 tested, 0.64% active. Potency in µM for hits, for the others lipid storage change, negative = inhibition, % at the top dose, mostly 46.1 µM; active = well fitted inhibition curve with a large enough effect in the signal ratio, with a control signal flat, not every such curve was filed as active; inconclusive = small, poorly fitted or top-dose-only effect, or effect the other way, or a change in a side signal; the % refers to the signal ratio
#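 Laser-scanning cytometry quantifies lipid droplet accumulation (500–530 nm total intensity; droplet/cell object ratio) in oleic acid-fed (400 uM added) Drosophila S3 cells treated with a concentration series. 20 uM Triacsin C defined 100% inhibition.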
# Lipid storage S3 cell count max: recorded beside Lipid storage S3, whose call it bears; cell number change, %; measured here: cell count max response;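 cells counted by Cell Tracker Red CMTPX staining in the red channel; peak over a dose series mostly up to 46.1 µM; percent activity relative to internal control wells on each plate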
# * marks the source's active call; other numbers are inactive results; i = inactive; ? = inconclusive; . = not tested or not shown. % is set by controls: 0 for no effect and ±100 for the full control effect; potency is the fitted concentration of half-maximal effect. An excerpt. The share of hits here may be higher or lower than overall.
# The first 2 compounds, to show the layout:
Lipid storage S3 | Lipid storage S3 cell count max | mol
3.3% | 9.9 | CC(C)CN1CCN(Cc2cccc3nccnc23)CC1CCO (stereo not drawn)
-0.3% | -5.7 | Cc1cccc(N(C)c2cc(C)nc3nc(C)nn23)c1

# The list itself (from the top)
Lipid storage S3 | Lipid storage S3 cell count max | mol
3.3% | 9.9 | CC(C)CN1CCN(Cc2cccc3nccnc23)CC1CCO (stereo not drawn)
-0.3% | -5.7 | Cc1cccc(N(C)c2cc(C)nc3nc(C)nn23)c1
-2.9% | -5.8 | O=S(=O)(NC1CCCCC1Nc1ccccc1)c1ccccc1 (stereo not drawn)
-1.7% | -0.4 | Cc1cc(C)cc(NC(=O)CSc2nnc(CN3CCOCC3)n2C)c1
? | . | O=C(NCCCNCc1ccccc1)c1ccncc1
9.0% | -0.3 | CCc1nc(Nc2ccncc2)c2oc3ccccc3c2n1
2.2% | 3.1 | COCCN(C(=O)Nc1ccccc1)c1ccccc1C
3.5% | -15.6 | O=C(NCc1ccccn1)[C@@H]1C[C@H]1[C@@H](NP(=O)(c1ccccc1)c1ccccc1)c1ccccc1
? | . | O=[N+]([O-])c1ccc(Sc2nnnn2-c2ccccc2)c(Cl)c1
? | . | CCCn1nc(C(=O)Nc2nc3ccccc3[nH]2)c2ccccc2c1=O
7.8% | . | O=C(Cc1ccccc1)Nc1ccc(NC(=O)c2ccco2)nc1
? | . | CCc1sc(C(=O)NC(C)C2CCCO2)cc1Br (stereo not drawn)
8.2µM* | 1.4* | CC1(C)c2ssc(=S)c2-c2ccccc2N1C(=O)c1ccco1
-9.1% | 2.0 | COC(=O)c1c(NC(=O)C2CCCCC2)sc2c1CCN(C(C)C)C2
? | . | O=C(CSc1nc2ccccc2[nH]1)Nc1ccc(F)c(F)c1
? | . | COc1cc(C(C#N)N2CCCCC2)ccc1O (stereo not drawn)
8.7% | 18.6 | Cc1ccccc1OCC(=O)Nc1ccccc1CO
-5.4% | 0.5 | O=C(CN1C(=O)NC2NC(=O)NC21)NN=C1CCCC1 (stereo not drawn)
14.5% | -14.7 | CC(=O)OCN(C#N)c1nc(N(C)C)nc(N(C)C)n1
-14.0% | -1.1 | Cc1ccc(-n2nnc(-c3cccnc3Cl)n2)cc1
11.3% | 16.2 | CCc1ccccc1NC(=O)C1CCN(C(=O)c2cccs2)CC1
i | . | Cc1ccc(NS(=O)(=O)c2ccc(NS(=O)(=O)c3cccs3)cc2)cc1
? | . | CC(C)c1ccc(NNC(=O)C2CCC2)cc1
-5.9% | 1.7 | O=C(O)CCC(=O)NNc1nc(-c2ccccc2)c2cc(Cl)ccc2n1
? | . | C[C@@H](NC(=O)c1nc[nH]c1C(=O)OCc1ccccc1)c1ccccc1
? | . | CCOc1ccc2nc(NS(=O)(=O)Cc3ccccc3)sc2c1
? | . | Cc1ccc(-c2cc(C(=O)Nc3ccncc3)c3ccccc3n2)cc1
? | . | Cc1c(C(=O)O)oc2c3c(ccc12)OCCO3
-0.8% | -0.5 | Cc1cccc(Nc2ccc(NCc3ccccc3)nn2)c1
-0.1% | -13.9 | O=C(Cn1cc(S(=O)(=O)N2CCN(c3ccccc3F)CC2)c2ccccc2c1=O)NCCCN1CCCCCC1
i | . | CN1CCN(CCCN(Cc2ccco2)C(=S)Nc2ccc(Cl)cc2)CC1
? | . | CSc1ccccc1NC(=O)c1cccs1
i | 0.3 | COc1ncnc2c1N[C@@](C)(O)c1c(F)c(F)c(F)c(F)c1S2
16.0% | -10.7 | O=[N+]([O-])c1ccc2nc(CCCO)[nH]c2c1
? | . | Cc1nc2c(=O)n(C)c(=O)n(C)c2nc1Cl
-14.9% | -15.7 | Cn1cnc2c(N/N=C/c3cccs3)ncnc21
? | . | CCc1ccc(NC(=O)C(=O)c2ccccc2NC(C)=O)cc1
-1.7% | 14.2 | COc1ccccc1C(=O)NC1CCN(C(=S)NCCc2ccccc2)CC1
? | . | CC(=O)Nc1ccc(NC(=O)CSc2nccn2Cc2ccccc2)cc1
? | . | COc1ccccc1NC(=O)Nc1ccnn1Cc1cccs1
? | . | Cc1ccc(-n2c(-c3ccccc3)c[n+]3c2CCC3)cc1
? | . | CCOC(=O)C(CC)/C(C)=N/NC(=O)c1ccccc1[N+](=O)[O-] (stereo not drawn)
? | . | CCN(CC(=O)Nc1ccc(NC(C)=O)cc1)C(=O)c1ccccc1CCc1ccccc1
? | . | COc1ccc(OC)c(NC(=O)CSc2ccc(-c3cccnc3)nn2)c1
? | . | Cc1cccc(Oc2nc3ccccn3c(=O)c2/C=C(\C#N)C(=O)NC2CCS(=O)(=O)C2)c1C (stereo not drawn)
i | 4.1 | O=C(c1ccco1)N1CCN(Cc2cccc(C(F)(F)F)c2)CC1
0.4% | -0.1 | CCOc1ccc(C(=O)NCC(=O)OCc2cc(C(C)=O)ccc2OC)cc1
? | . | CCC(=O)c1ccc(N2CCN(S(=O)(=O)c3ccccc3)CC2)c(F)c1
? | . | COc1ccc(C(=O)Nc2nc(C)c(C)s2)cc1OC
? | . | CC(C)NC(=O)NC(=O)COC(=O)c1ccc([N+](=O)[O-])cc1Cl
10.9% | 13.1 | COC(=O)C1=C(C)NC(=O)NC1c1ccc(N2CCC(c3ccccc3)=N2)cc1 (stereo not drawn)
-3.0% | -0.5 | O=C(c1cnccn1)N1CCN(c2ccccc2)CC1
10.4% | 11.8 | O=C(CCC1CCCN(c2ncccn2)C1)NCc1ccc(F)c(F)c1 (stereo not drawn)
13.1% | -4.4 | O=C(N/N=C/c1ccc2c(c1)OCO2)C1COc2ccccc2O1 (stereo not drawn)
-16.4% | -12.1 | CC(C)CC(=O)Nc1nc2ccc(S(C)(=O)=O)cc2s1
-15.1% | 0.9 | N#CCc1ccc(OC(=O)c2cccnc2)cc1
6.8% | -7.1 | CCn1ccnc1CN1CCC(CO)(CCOc2ccccc2)CC1
? | . | C#CCN1C(=O)S/C(=C/c2cc(C)n(CC)c2C)C1=O
? | . | CCN(Cc1ccccc1)S(=O)(=O)c1ccc(F)cc1
? | . | CCN(C(=O)COC(=O)c1cc([N+](=O)[O-])ccc1N1CCCCC1)C1CCS(=O)(=O)C1 (stereo not drawn)

# In a second layout: 2 of the compounds above
Structure | Lipid storage S3 | Lipid storage S3 cell count max
O=C(c1cnccn1)N1CCN(c2ccccc2)CC1 | -3.0% | -0.5
COc1cc(C(C#N)N2CCCCC2)ccc1O (stereo not drawn) | ? | .

# Remaining list, next part.
Lipid storage S3 | Lipid storage S3 cell count max | mol
i | . | Cc1ccc(CNc2ccc3c(c2)ncn3C)cc1
-4.5% | 20.1 | NC(=O)NC(=O)COC(=O)/C=C/c1cccc(Br)c1
? | . | COc1ccccc1N1CCN(C(=O)c2cc(-c3ccc(Br)cc3)on2)CC1
? | . | O=C(c1cc(-c2ccccc2)on1)N1CCCCCC1
7.3% | 6.5 | Cc1cc(-n2c(C)cc(C(=O)CSc3nc4ccccc4c(=O)n3Cc3ccco3)c2C)no1
? | . | CCOc1ccc(N(CC)C(=O)CCNC(=O)Cn2ccc3ccccc3c2=O)cc1
? | . | COc1ccc(C2NC(=O)C(C)S2)cc1 (stereo not drawn)
? | . | CC1(C)CC(=O)C(c2c[nH]c3ccccc23)C(=O)C1
12.5% | -17.9 | COc1ccc(C(=O)N2CCC(C(=O)Nc3ccc(OC)c(OC)c3)CC2)cc1
? | . | Cc1ccc(NC(=O)CSc2nnc(-c3ccncc3)n2N)cc1C
? | . | COc1ccc(N(C)C(=O)C2CCCN2S(=O)(=O)c2cccc3nsnc23)c(OC)c1 (stereo not drawn)
? | . | O=C(N=Nc1c(O)n(Cc2ccccc2)c2ccccc12)c1cc2ccccc2cc1O
-21.4% | 6.9 | CCN(CC)CCN(Cc1cc2cc(C)ccc2[nH]c1=O)C(=S)NCc1ccco1
5.5% | -0.8 | CC(=O)Nc1ccc(CN2CCN(CCc3ccccc3)C(CCO)C2)cc1 (stereo not drawn)
? | . | O=C(CCC(=O)N1CCSc2ccccc21)NCc1cccc(Br)c1
? | . | O=C(CSc1nnnn1C1CC2CCC1C2)Nc1ccnc2ccccc12 (stereo not drawn)
14.8% | -4.7 | Cc1cccc(N2CCN(C(=O)c3c(Cl)cnn3C)CC2)c1C
? | . | COc1cccc(CN(C)C(c2ccccc2)c2ccccc2)c1OC
? | . | Cn1c(CNC(=O)c2ccccc2F)nnc1SCC(=O)NCc1ccccc1
? | . | COc1ccc2cc(CCNC(=O)c3ccc(S(=O)(=O)N4CCOCC4)cc3)c(=O)[nH]c2c1
? | . | O=C(NCCc1ccc(Cl)cc1)c1ccc2ccccc2n1
? | . | CC(=O)N1CCN(C(=O)c2ccc(-c3ccccc3Cl)o2)CC1
9.7% | 10.1 | Cc1cc(=O)n(C(NC(=O)c2ccccc2)C(=O)c2ccccc2)cn1 (stereo not drawn)
i | 6.7 | N#Cc1c(-c2ccccc2)nc(N2CCCCCC2)[nH]c1=O
12.4% | 6.7 | CC(NC(=O)C(=O)N/N=C/c1ccc(Cl)cc1)c1ccccc1 (stereo not drawn)
-2.4% | -19.4 | CCn1c(COc2ccc(C)cc2)nnc1SCc1nc2ccccc2[nH]1
? | . | O=C(CNc1ccccc1)NN=C1CCCC1
? | . | CCOc1ccc(S(=O)(=O)N(CC(=O)NCc2ccncc2)c2ccc(C)cc2)cc1
i | 12.6 | Cc1nnc(SCC(=O)NC2CCCc3c2cnn3-c2ccc(F)cc2F)o1 (stereo not drawn)
4.4% | -4.1 | Cc1cc(-c2ccccc2)nc2oc3c(c12)NC(=O)CN(c1ccccc1)C3=O
? | . | COc1ccc2c(c1)c(C(C)=O)c(C)n2-c1ccc(C(C)=O)cc1
? | . | CCCCCCC1(C)NC(=O)N(C(C)C(=O)Nc2ccc(N3CCOCC3)cc2)C1=O (stereo not drawn)
? | . | CNC(=S)Nc1ccc(C)c(NC(=S)NC)c1
? | . | COc1ccc(COc2cc(-c3cccc(OC)c3)nc3ccc(NC(=O)c4ccc(OC)cc4)cc23)cc1
0.326µM* | 20.2* | CCCNS(=O)(=O)c1cccc(C(=O)OCc2cc(=O)oc3cc(OC)ccc23)c1
21.0% | -0.9 | O=C(CCN1C(=O)/C(=C/c2ccccc2)SC1=S)Nc1ccccn1
-10.6% | 8.2 | Cc1nc(Nc2ccccc2Br)c2nnn(Cc3ccccc3)c2n1
-12.3% | 1.3 | CCN(CC)Cc1csc2ccc(Br)cc12
4.9% | -13.3 | CN(CC(=O)Nc1cccc(F)c1)C(=O)CCN1C(=O)C2CC=CCC2C1=O (stereo not drawn)
? | . | COc1ccccc1CCNC(=O)c1c(C)nn(CC(C)C)c1Cl

# Reprinted from the listing (three entries):
Lipid storage S3 | Lipid storage S3 cell count max | mol
? | . | O=C(NCCc1ccc(Cl)cc1)c1ccc2ccccc2n1
? | . | CC(=O)N1CCN(C(=O)c2ccc(-c3ccccc3Cl)o2)CC1
9.7% | 10.1 | Cc1cc(=O)n(C(NC(=O)c2ccccc2)C(=O)c2ccccc2)cn1 (stereo not drawn)

# The list goes on:
Lipid storage S3 | Lipid storage S3 cell count max | mol
? | . | CCOC(=O)/C=C/C(=O)OCC(=O)Nc1ccc(OC)c(Cl)c1
-17.4% | . | NC(=O)C1CCN(C(=O)CSc2nc(O)cc(=O)[nH]2)CC1
? | . | Cc1ccccc1OCC(=O)OCC(=O)c1ccc(OCc2ccccc2)cc1
? | . | CCc1nc(N)nc2c1C(=O)CC(C)(C)C2
? | . | COc1ccc(CCNC(=O)CSc2ccccc2)cc1OC
i | . | CCCCCCOC(=O)C(C#N)c1nc2ccccc2nc1N1CCCCC1 (stereo not drawn)
? | . | Cc1cc(C)nc(NC(=O)c2cc(-c3ccc(C)s3)nc3ccccc23)c1
? | . | CCCCNc1nnc(SCC(=O)c2c[nH]c3ccccc23)s1
? | . | O=C(Nc1nc2ccccc2[nH]1)C1CC1
? | . | Cc1oc(C)c(C(=O)O)c1C(=O)O
? | . | CS(=O)(=O)N(CC(=O)N1CCCCC1)C1CCCCC1
16.0% | -9.4 | CSc1nc(SCC(=O)O)c2sc3nc(-c4ccccc4)c4c(c3c2n1)CCC4
? | . | O=C(NNC(=O)C1C2C=CC(C2)C1C(=O)O)c1cc(Cl)ccc1O (stereo not drawn)
-5.1% | 12.6 | Cc1nc(SC2CC(=O)N(c3ccccc3)C2=O)n[nH]1 (stereo not drawn)
-9.2% | -11.9 | OC1(c2cccc(C(F)(F)F)c2)CCN(Cc2nnnn2CCc2ccccc2)CC1
0.5% | -3.9 | Cc1cc(C)cc(N(CC(=O)O)S(=O)(=O)c2c(C)[nH]c(=O)[nH]c2=O)c1
17.7% | 3.9 | CCOC(=O)CSc1nc(C)c2cc(C)c(C)cc2n1
-11.8% | -11.7 | Nc1sc2c(c1C(=O)c1ccccc1)CCCC2
? | 1.3 | OCC1(CO)COC2(CCCC2)N1
? | . | O=C(Oc1c(Cl)cc(Cl)c2ccccc12)N1CCCC1
? | . | O=C(NCCc1cccc(F)c1)[C@@H]1CSC2c3ccccc3C(=O)N21 (stereo partly drawn)
-2.2% | 0.2 | CCC(=O)Nc1ccc2c(c1)ncn2-c1ccc(OC)cc1
i | -4.6 | O=C(NCc1cccs1)c1cnn2cccnc12
2.7% | -3.8 | N#CCc1nn2c(-c3ccccc3)ccnc2c1C#N
i | 15.8 | CC(=O)Nc1ccc(S(=O)(=O)NCCc2cn3nc(C)c(C)nc3n2)cc1
? | . | Cc1ccsc1/C=N/n1c(COc2ccccc2)n[nH]c1=S
i | . | COc1ccccc1C(=O)NCC(=O)NC1CCCc2ccccc21 (stereo not drawn)
6.2% | 1.7 | CCOC(=O)C1CCCN(CCC(=O)Nc2cccc(C)c2)C1 (stereo not drawn)

# Pulled by compound from the list above:
Lipid storage S3 | Lipid storage S3 cell count max | mol
-2.2% | 0.2 | CCC(=O)Nc1ccc2c(c1)ncn2-c1ccc(OC)cc1
? | . | Cc1ccsc1/C=N/n1c(COc2ccccc2)n[nH]c1=S

# Screens as filed in PubChem.
